TRPN1 ag = agonists of zebrafish TRPN1 channel; hit rate 0.18% among 220,000; activation, % at 3 µM; AID 1424; HEK293 zebrafish TRPN1-YFP, Fluo-8 calcium fluorescence; 100% = response to 87 µM carbachol;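 active = activation above its plate's cutoff, the mean activation of test wells on that plate plus 3 SD, cut at about 19% in these data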;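 note: 0% = DMSO alone and 100% = 87 µM carbachol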
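Material – zebrafish TRPN1-YFP in HEK293 cells · Doses – 3 µM single point · Schedule – dye 1 h 37 °C plus 30 min RT · Signal – Fluo-8 calcium fluorescence, excitation 470-495 nm, emission 515-575 nm · Read-out – % activation versus carbachol response · Control set – carbachol high, DMSO low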
PERK inhibitor = inhibitors of human PERK kinase; Q9NZJ5; CHO PERK-DD fusion, SEAP luminescence translation reporter; inhibition, % at 5.6 µM; hit rate 0.17% among 220,000; AID 1416;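 active = inhibition above the mean inhibition of all tested compounds plus 3 SD, set separately per screening campaign, cut at about 2.9% in these data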;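 note: PERK kinase domain activated by AP20187 dimerizer at 100 nM; 0% = DMSO with dimerizer and 100% = rapamycin at 8.4 µM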
EP2 modulator = EP2 receptor (human) modulation; P43116; EP2-expressing cells, cAMP HTRF FRET, PGE2 co-stimulation; induction, % at 25 µM; hit rate 0.83% among 260,000;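 active = compounds whose cAMP rise, as percent of the full-agonist control response, exceeds 60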;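 note: rat C6 glioma line stably carrying human EP2 under a CMV promoter; the protocol text gives 20 µM as final concentration; 100% = response of wells given 1 µM PGE2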
Target sequence (P43116 whole entry, looked up): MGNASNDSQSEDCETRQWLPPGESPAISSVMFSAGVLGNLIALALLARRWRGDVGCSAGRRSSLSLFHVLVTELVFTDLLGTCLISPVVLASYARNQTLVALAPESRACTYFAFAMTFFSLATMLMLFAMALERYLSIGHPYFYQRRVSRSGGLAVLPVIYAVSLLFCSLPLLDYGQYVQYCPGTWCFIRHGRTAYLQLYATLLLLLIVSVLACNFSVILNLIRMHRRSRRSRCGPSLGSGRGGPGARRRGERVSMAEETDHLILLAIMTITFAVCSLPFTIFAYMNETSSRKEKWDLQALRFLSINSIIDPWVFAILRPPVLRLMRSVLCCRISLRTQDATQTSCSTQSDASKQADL
S1P4 antag = human S1P4 receptor antagonism; AID 1510; hit rate 0.26% among 220,000; S1P4-expressing cells, antagonist mode, reporter read-out; inhibition, % at 4.98 µM; O95977; in the data active = inhibition above about 29%;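 note: 0% = wells stimulated with agonist and 100% = vehicle wells without agonist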
Target sequence (O95977 whole entry, looked up): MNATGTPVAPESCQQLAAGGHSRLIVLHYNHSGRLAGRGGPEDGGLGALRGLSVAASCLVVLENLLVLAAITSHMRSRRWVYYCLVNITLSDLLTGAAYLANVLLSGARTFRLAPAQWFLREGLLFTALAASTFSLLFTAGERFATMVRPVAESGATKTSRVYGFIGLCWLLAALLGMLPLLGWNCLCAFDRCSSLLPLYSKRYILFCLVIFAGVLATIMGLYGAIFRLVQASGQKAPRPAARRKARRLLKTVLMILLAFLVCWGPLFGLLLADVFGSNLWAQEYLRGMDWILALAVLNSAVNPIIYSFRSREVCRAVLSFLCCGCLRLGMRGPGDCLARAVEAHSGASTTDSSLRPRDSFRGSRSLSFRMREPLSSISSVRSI
BaF3 parental = counter-screen for JAK2V617F inhibitors: parental Ba/F3 viability inhibitors; inhibition, % at 5.6 µM; CellTiter-Glo ATP luminescence; hit rate 1.1% among 220,000; AID 1486;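 active = inhibition above a per-campaign cutoff, the mean inhibition of all tested compounds plus 3 SD, cut at about 27% in these data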;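 note: 0% = DMSO wells and 100% = JAK Inhibitor I control wells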
Ba/F3 V617F tox = loss of viability in JAK2V617F-driven Ba/F3 cells; hit rate 1.1% among 220,000; inhibition, % at 5.6 µM; Ba/F3 EpoR-JAK2V617F viability, ATP luminescence; AID 1446;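 active = inhibition above the campaign mean plus 3 SD over all tested compounds, cut at about 24% in these data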;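 note: cytokine-independent growth of Ba/F3 cells driven by EpoR plus mutant JAK2; 0% = DMSO-treated cells and 100% = JAK inhibitor I control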
TRPML3 ag = agonists of human TRPML3 channel; HEK293 TRPML3-YFP, Fluo-8 calcium fluorescence; 100% = the carbachol control signal; hit rate 0.29% among 220,000; activation, % at 3 µM; Q8TDD5; AID 1448;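 active = activation above its plate's cutoff, the mean activation of the plate's test wells plus 3 SD, cut at about 12% in these data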;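 note: 0% = DMSO only wells and 100% = carbachol wells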
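Test system – HEK293 line with stable expression of human TRPML3-YFP channel · Control set – carbachol 87 µM final as high control (100%), DMSO as low control (0%) · Signal – Fluo-8 calcium dye fluorescence, ex 470-495, em 515-575 nm · Incubation – 1-h 37 °C dye load, 5-s basal, 120-s post-compound reads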
S1P4 agonist = human S1P4 receptor agonism; S1P4-expressing cell line, agonist reporter assay; AID 1509; activation, % at 4.98 µM; hit rate 0.35% among 220,000; in the data active = activation above about 11%;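 note: 0% = DMSO vehicle and 100% = reference agonist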
m-calpain inh = calpain II (pig) inhibition; purified calpain II, fluorogenic peptide substrate, 30 min; inhibition, % at 16 µM; hit rate 0.37% among 220,000; AID 1236;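 active = inhibition above about 50%, limit read from the data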
* hit, by the source's call; i = inactive; & = joins results of further samples.

SMILES	TRPN1 ag	PERK inhibitor	EP2 modulator	S1P4 antag	BaF3 parental	Ba/F3 V617F tox	TRPML3 ag	S1P4 agonist	m-calpain inh
CC1=CC(C)(C)N2C(=O)C3(C(C#N)=C(N)OC4=C3C(=O)CC(C)(C)C4)c3c(C)c(C)cc1c32 (centres undefined)	-0.5	-1.0	15.3	-11.1	3.9	0.7	0.7	3.8	-59.7
CCOC(=O)Cc1nn(Cc2nc(-c3ccc(C)cc3)cs2)c(=O)c2ccccc12	0.8	1.1	19.3	-4.7	2.4	-3.3	0.7	0.0	26.4
COCCCN=CC1=C(O)CC(C)(C)CC1=O	2.5	1.5	-12.1	-10.6	4.3	0.2	1.2	1.1	-22.6
N#Cc1ccc(-c2cccnc2)nc1SCC(=O)c1ccccc1	4.0	-0.3	-3.9	9.8	2.9	2.1	7.2	1.7	-12.5
CN(C)/C=C/C(=O)c1cc(N2CCOCC2)ccc1[N+](=O)[O-]	0.9	0.5	23.6	4.2	4.7	-0.7	-1.2	0.2	6.0
Cc1ccc(O)c(NC(=S)NC(=O)c2ccccc2Cl)c1	-2.6	0.3	-73.5	9.7	7.9	-0.4	-1.5	0.6	-12.3
COc1ccccc1-n1c(-c2cc(-c3ccc(F)cc3)n[nH]2)n[nH]c1=S	0.8	0.4	11.1	10.8	7.3	0.9	-1.2	-0.1	-18.8
CCCCc1nc2sc3c(SCCN(C)C)ncnc3c2c2c1CCC2	2.0	-0.7	0.4	-1.9	1.5	-0.7	0.0	1.8	-20.6
CCOC(=O)C1=C(N)OC2=C(C(=O)CCC2)C1c1ccco1 (centres undefined)	0.1	0.7	3.3	-2.7	0.6	0.8	0.7	0.4	18.5
Cc1cc2c(C)nc3ccccc3c2o1	0.4	0.5	23.4	-12.4	0.5	-3.3	0.1	0.6	-15.8
O=[N+]([O-])c1ccc(O)c(C=Nc2ccc3oc(Cc4ccc(Cl)cc4)nc3c2)c1	-1.0	1.3	-8.8	4.1	-0.2	-1.2	0.1	-0.2	-68.9
CN1C(=O)N(c2ccccc2)C(Nc2nncs2)C1(C)C (centres undefined)	-1.2	1.4	-7.9	7.0	1.5	0.3	0.1	0.7	15.3
CC1CCN(C(=O)C2(NC(=O)Nc3cccc(F)c3)CCCCC2)CC1	-0.9	1.7	1.3&3.2	3.5	1.1	-3.4	-0.7	0.6	-5.4
Nc1nc(N)c2cc(Sc3ccc4ccccc4c3)ccc2n1	1.8	-1.8	-44.2	-11.3	101.2*	95.7*	2.5	1.8	-38.7
CCOC(=O)c1[nH]c2ccc(OC)cc2c1NC(=O)C(C)N1CCSCC1 (centres undefined)	0.5	-1.0	13.2	18.8	4.4	2.2	0.6	-1.4	-459.0
CCn1cc(C2C(C(=O)Nc3cc(C)ccn3)=C(C)NC3=C2C(=O)CC(C)(C)C3)c(C)n1 (centres undefined)	-0.3	0.6	19.7	-1.9	2.4	-3.0	0.6	1.4	-448.0
COC(=O)C1CC(=O)c2ccsc2C1 (centres undefined)	0.2	-0.8	10.2	-26.9	2.8	5.2	0.3	1.4	16.7
COc1ccc(OC)c(NC(=O)CSc2ccc3nnc(-c4cccnc4)n3n2)c1	-0.7	1.2	25.3	6.8	2.2	-3.6	0.7	0.8	-9.9
O=C1N(c2ccccc2)C2CS(=O)(=O)CC2N1c1ccc(Cl)c(Cl)c1 (centres undefined)	1.1	-0.1	2.0	-9.8	6.9	4.3	1.5	-3.3	21.6
CCOc1ccc(Cl)cc1CSc1n[nH]c(C)n1	-1.7	0.2	27.7	10.9	9.1	2.5	-0.5	-2.2	-9.0
CC(=O)NC1(C(F)(F)F)N=C2SCCN2C1=O (centres undefined)	-0.4	2.0	15.6	-6.2	-2.5	-5.2	0.2	1.1	-13.7
CC1(C)Cc2c(C#N)c(SCC(=O)c3ccccc3)nc(N3CCOCC3)c2CO1	-0.2	0.2	8.3	-1.4	3.5	-1.2	-0.1	1.7	15.9
Cc1ccccc1-n1nc2c(c1NC(=O)c1cc3ccccc3oc1=O)CS(=O)C2 (centres undefined)	1.1	0.7	-8.4	-3.9	0.6	-5.7	0.6	-0.2	-9.9
CCC1Oc2ccccc2N(CC(=O)Nc2ccccc2OC)C1=O (centres undefined)	-0.8	-0.2	-29.1	12.2	4.0	3.6	0.0	0.0	8.0
COC(=O)c1nc2nc(C)cc(C(F)(F)F)n2n1	0.7	0.2	0.1	6.2	8.4	4.3	0.6	-1.1	-2.7
Continued:
SMILES	TRPN1 ag	PERK inhibitor	EP2 modulator	S1P4 antag	BaF3 parental	Ba/F3 V617F tox	TRPML3 ag	S1P4 agonist	m-calpain inh
O=C(CCCNC(=O)/C(=C/c1ccc(Br)cc1)NC(=O)c1ccccc1)OCc1ccccc1	-1.7	0.4	14.2	1.9	8.1	1.9	0.8	-0.2	42.3
CCN(C(=O)c1ccc(NC(C)=O)cc1)c1ccccc1C	1.9	0.6	14.8	2.5	2.2	-0.6	0.8	3.8	-23.5
COCC(=O)N(C)C1(c2nnnn2CCOC(=O)Nc2ccc(Cl)cc2)CCCCC1	-0.3	-0.1	3.9	-4.0	5.1	6.6	-1.0	-1.9	14.5
C#CCN1C(=O)S/C(=C/c2cc(C)n(CC)c2C)C1=O	-0.4	0.6	-0.5	1.7	-0.3	-1.5	0.8	0.5	-57.5
Cc1ccc(N2C(=O)C3CC(c4ccccc4)=C4C5C=CC(C6C(=O)N(c7ccc(C)cc7C)C(=O)C56)C4C3C2=O)c(C)c1 (centres undefined)	0.6	-0.8	21.5	14.2	2.8	0.5	1.0	-2.4	-23.4
Cc1ccc(S(=O)(=O)/N=C(/Nc2c(C)n(C)n(-c3ccccc3)c2=O)c2ccc(Cl)cc2)cc1	-1.3	-0.9	13.7	-17.1	3.9	-0.9	0.5	-1.8	14.7
Cc1ccc(C(C)C)c(OCC(=O)N/N=C/C2CCCCC2)c1	2.4	0.1	-2.9	-7.9	-2.5	1.6	0.6	0.0	39.3
COc1ccc(OC)c(NC(=O)c2ccc(-n3cccn3)nc2)c1	0.5	1.7	22.4	1.9	5.9	-0.3	-0.4	0.2	-16.9
Cc1cc(C(=O)N/N=C2\CC(=O)c3ccccc32)c(C)n1-c1ccccc1	-0.6	-0.7	-27.9	-30.1	3.2	2.6	-0.5	0.9	18.9
CC(CC(=O)N1CCN(c2ccccc2F)CC1)c1ccccc1 (centres undefined)	-1.4	-0.4	16.9	-17.5	3.9	-6.6	-0.7	0.2	-6.0
CCOC(=O)C1(Cc2ccc(Cl)cc2)CCN(Cc2nccn2CC)CC1	0.1	0.1	-24.0	-13.7	2.7	-3.1	0.2	-0.4	-1.1
C=CCn1ccc(=NC=C(C#N)C#N)c2ccccc21	4.8	0.3	-20.3	-4.9	18.6	11.0	1.1	0.1	7.2
CCc1nc(NCCCCCO)c2nnn(Cc3ccccc3F)c2n1	-0.8	-1.5	-3.1	-10.1	2.8	1.6	0.4	-1.4	13.1
CC12CC(NC(=O)N1c1cccc(C(=O)N3CCN(c4ccccc4F)CC3)c1)c1ccccc1O2 (centres undefined)	1.4	-1.4	-47.8	-8.8	3.5	-1.8	0.5	-0.1	-25.4
CNC(=S)NCc1ccc2[nH]c(C)cc2c1	0.7	0.3	20.6	-1.9	-4.3	-3.8	0.9	-1.1	0.9
COCCn1c(C)cc(C2=NNC(=Nc3ccccc3F)SC2)c1C	-0.9	0.1	-20.9	-8.6	3.6	-3.4	0.1	-1.4	-97.9
Cc1cc(/C=N/O)c(C)n1-c1ccc(Br)cc1	-0.8	0.5	13.1	-22.0	5.1	-4.1	0.2	0.4	6.2
COc1ccc(CNC(=O)c2ccccc2[N+](=O)[O-])cc1	0.4	2.3	6.6	-14.6	5.7	-2.2	-0.2	3.0	-14.6
COc1ccc(Cl)cc1N(CC(=O)NC1CC1)S(=O)(=O)c1ccc(C)c([N+](=O)[O-])c1	0.6	-0.2	-5.6	4.9	3.5	-3.2	0.0	-1.1	-13.4
N#Cc1cccc(NC(=O)COC(=O)c2ccc3c(=O)n4c(nc3c2)CCC4)c1	0.6	-0.2	-4.9	-7.1	2.2	-2.9	0.7	1.4	-37.9
COc1cc(NC(=S)Nc2cccc(C)n2)cc(OC)c1OC	0.6	1.1	16.7	-3.6	1.2	-0.6	0.1	0.1	-4.8
FCCCOc1ccc(-c2ccnc3ncnn23)cc1	-0.3	0.0	13.5	4.6	2.1	1.1	0.5	1.5	i
CCOc1ccc(N2C(=O)CC(N(Cc3ccco3)C(=O)CC)C2=O)cc1 (centres undefined)	0.2	1.3	15.0	-7.9	11.1	0.9	0.1	-0.6	-12.8
Cc1cc(NCCc2ccccc2F)n2ncnc2n1	2.6	0.1	-54.2&-9.6	20.5	5.8	0.0	1.0	1.4	-4.6
Cc1cccc(NC(=O)Cn2c(=O)n(C)c3ccccc32)c1	-0.6	0.1	7.7	-18.4	5.3	0.0	0.3	-0.3	-4.5

Three of the entries above in order of their number in S1P4 agonist, highest first:
SMILES	S1P4 agonist
COc1ccc(CNC(=O)c2ccccc2[N+](=O)[O-])cc1	3.0
COc1ccc(OC)c(NC(=O)c2ccc(-n3cccn3)nc2)c1	0.2
COCCn1c(C)cc(C2=NNC(=Nc3ccccc3F)SC2)c1C	-1.4

Next part
SMILES	TRPN1 ag	PERK inhibitor	EP2 modulator	S1P4 antag	BaF3 parental	Ba/F3 V617F tox	TRPML3 ag	S1P4 agonist	m-calpain inh
NC(=O)CSc1nnc(CNc2ccc(F)cc2)n1CC1CCCO1 (centres undefined)	1.6	3.0*	-0.3	0.1	3.1	-1.7	0.2	0.1	-33.3
O=C(O)CCc1nc2cccnc2n1Cc1ccccc1	0.2	1.1	11.7	-8.3	2.9	-0.9	-0.6	0.9	-13.7
CCCc1nn2c(N)c(/C=C3\C=Nc4ccccc43)c(=O)nc2s1	-0.2&0.6	1.1&1.2	3.8&5.3	-21.5&-24.1	1.9&-2.3	-2.6&-4.7	-0.2&0.5	0.7&1.6	-28.6&-48.9
CCc1nnc(NC(=O)C2Cc3ccccc3CN2S(=O)(=O)c2cccs2)s1 (centres undefined)	-1.2	-0.5	15.1	6.8	5.5	-1.1	-0.8	-0.3	-66.8
CCN(CC(=O)Nc1ccc(Cl)c(S(=O)(=O)N(C)C)c1)Cc1nc2ccccc2c(=O)[nH]1	0.3	-0.5	-28.6	-13.9	3.7	5.0	-0.1	0.5	17.7
Cc1sc(NC(=O)c2cccs2)c(C(=O)OC(C)C)c1C	0.9	0.3	78.5*	-42.2	1.3	1.1	1.0	3.8	-201.0
Oc1[nH]c2ccccc2c1N=NC(=S)NCC1CCCO1 (centres undefined)	0.9	-0.5	-14.5	-19.1	5.1	4.4	0.1	-0.8	34.4
CNc1c([N+](=O)[O-])cnn1-c1ccccc1Cl	-1.4	0.4	2.2	-12.2	-2.4	-3.2	0.6	0.5	3.7
COc1cc(C(=S)N2CCN(c3ccccc3Cl)CC2)cc(O)c1O	0.4	1.0	-21.3	-1.4	7.0	1.5	-0.7	0.9	-19.9
Cc1cc(C)cc(Oc2ccc(C(F)(F)F)cc2C#N)c1	-0.8	0.1	38.6	-4.2	3.8	-0.1	0.7	-2.0	25.7
COc1ccc(NC(=O)c2cccnc2)c(OC)c1	0.3	1.8	10.6	7.1	-2.5	-2.0	0.1	-0.1	-20.8
OCCNc1c2ccccc2nc2ccccc12	3.5	-0.3	-36.5	-30.4	8.7	1.6	1.7	8.5	-119.1

Screens from PubChem.
